High-throughput results from PubChem BioAssay.
VLA-4 inh – inhibition in a human VLA-4 binding assay; inhibition, % (about 7 µM as worked out from the volumes in the protocol); hit rate 0.2% among 330,000; P13612; VLA-4 expressing cells, ligand binding flow cytometry; in the data active means inhibition above about 50%
MEX-5 binding – C. elegans MEX-5 TCR-2 RNA binding activity. AID 1832. activity score (negative = inhibition of binding), % at 10 µM. Q9XUB2. MEX-5/FITC-TCR2 RNA binding, fluorescence polarization; stronger effect = lower value. hit rate 0.38% among 300,000;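 active means inhibition past about -25% in most replicates, and total fluorescence under double the plate's negative control median, limit read from the data; inconclusive means replicates evenly split on the limit, or fluorescence at least double controls; inactive means too little inhibition in most replicates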;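 further: 0% = DMSO and -100% = 5 µM competing unlabeled TCR2 RNA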
AGP1 TOR yeast – yeast TOR pathway AGP1-GFP modulation | S. cerevisiae AGP1-GFP multiplex flow cytometry, 3 h; GFP as percent of DMSO wells | GFP response vs DMSO, % at 10 µM | hit rate 0.02% among 320,000;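 active means GFP response relative to DMSO above a set limit, near screen average plus 3 SD, cut at about 150% in these data; inconclusive means fewer than 70 cells counted for the yeast strain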;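 further: median GFP channel fluorescence of the gated AGP1 strain per well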
Yeast superoxide – yeast age-related superoxide inhibition as caloric restriction mimetic. S. cerevisiae aged cells, superoxide DHE fluorescence; stronger effect = lower value. superoxide response (% of plate mean), % at 10 µM. hit rate 0.18% among 330,000. AID 2690;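 active means superoxide response under a set limit, about three screen SD below normal, cut at about 65% in these data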;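 further: yeast aged for seven days with compound at 30 °C before DHE staining; 100% = average MFI of all compound-treated wells on the plate with controls excluded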
BCLXL inh – Bcl-xL (human) inhibition; Q07817; GST-Bcl-xL / FITC-Bim BH3 peptide fluorescence polarization; inhibition, % at 10.9 µM; hit rate 0.7% among 320,000; AID 2129;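 active means inhibition above the mean of all tested compounds plus 3 SD, cutoff set per campaign, cut at about 30% in these data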;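 further: 0% = DMSO wells and 100% = unlabeled Bim-BH3 peptide competitor; inhibitors lower millipolarization by displacing the labeled peptide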
Target sequence (Q07817 whole entry, looked up): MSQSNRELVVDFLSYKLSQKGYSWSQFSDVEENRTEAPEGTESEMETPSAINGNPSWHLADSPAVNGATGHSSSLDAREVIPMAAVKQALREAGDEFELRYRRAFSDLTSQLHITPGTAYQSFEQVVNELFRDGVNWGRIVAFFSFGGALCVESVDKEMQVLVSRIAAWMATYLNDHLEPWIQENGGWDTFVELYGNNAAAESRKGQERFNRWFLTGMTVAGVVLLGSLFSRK
GLD-1 TGE inh – GLD-1-TGE RNA interaction inhibition (C. elegans). Q17339. purified GLD-1 + fluorescein TGE RNA, fluorescence polarization. inhibition, % at 5.96 µM. hit rate 0.44% among 320,000;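 active means percent inhibition above a per-plate cutoff, the plate mean of test compounds plus 3 SD, cut at about 30% in these data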;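 further: 0% = DMSO wells with GLD-1 and probe and 100% = wells lacking GLD-1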
Target sequence (Q17339 whole entry, looked up): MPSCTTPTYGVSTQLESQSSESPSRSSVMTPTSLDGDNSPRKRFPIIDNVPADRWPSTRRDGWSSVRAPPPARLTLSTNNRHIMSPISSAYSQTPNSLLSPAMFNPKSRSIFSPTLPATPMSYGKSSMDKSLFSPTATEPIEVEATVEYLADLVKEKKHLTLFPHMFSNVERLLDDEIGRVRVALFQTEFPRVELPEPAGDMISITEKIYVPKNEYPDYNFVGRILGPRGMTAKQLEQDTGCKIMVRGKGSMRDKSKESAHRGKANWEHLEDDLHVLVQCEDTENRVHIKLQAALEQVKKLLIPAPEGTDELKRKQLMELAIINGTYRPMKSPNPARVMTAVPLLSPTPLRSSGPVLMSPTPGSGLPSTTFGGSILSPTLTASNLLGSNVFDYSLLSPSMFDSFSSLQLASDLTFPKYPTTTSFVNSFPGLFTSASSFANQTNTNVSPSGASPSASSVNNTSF
CIT2-GFP yeast – modulators of TOR pathway CIT2-GFP in S. cerevisiae; S. cerevisiae CIT2-GFP strain, flow cytometry, 3 h; 100 means same as DMSO wells; GFP response vs DMSO, % at 10 µM; hit rate 0.065% among 320,000; AID 2029;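 active means GFP response relative to DMSO above a set limit, near the screen mean plus 3 SD, cut at about 150% in these data; inconclusive means Fewer than 70 cells measured for a yeast strain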;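 further: ratio of well median GFP fluorescence to mean of DMSO wells on the plate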
MCL1-BIM inh – disrupts human MCL1 binding to BIM-BH3 peptide; GST-MCL1 / FITC-Bim-BH3 fluorescence polarization; inhibition, % at 10.9 µM; hit rate 0.68% among 320,000; AID 2057;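 active means inhibition above the mean inhibition of all tested compounds plus 3 SD, set per campaign, cut at about 40% in these data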;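 further: 0% = DMSO wells and 100% = unlabeled Bim-BH3 peptide control; higher means more loss of mP so more displacement of Bim peptide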
Target sequence (Q07820 whole entry, looked up): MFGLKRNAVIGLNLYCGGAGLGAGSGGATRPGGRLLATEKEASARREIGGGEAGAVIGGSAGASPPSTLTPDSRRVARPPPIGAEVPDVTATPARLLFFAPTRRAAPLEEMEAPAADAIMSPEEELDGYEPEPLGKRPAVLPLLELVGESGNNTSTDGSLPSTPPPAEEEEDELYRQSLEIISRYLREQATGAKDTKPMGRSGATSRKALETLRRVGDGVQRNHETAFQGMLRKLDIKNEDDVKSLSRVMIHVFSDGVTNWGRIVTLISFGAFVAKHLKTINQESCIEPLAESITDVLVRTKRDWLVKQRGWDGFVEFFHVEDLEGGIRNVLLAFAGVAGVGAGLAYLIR
GRK2 inh – inhibitors of human GRK2 displacing RNA aptamer; P25098; bead flow cytometry, FAM-aptamer displacement from GRK2; inhibition of aptamer binding, % at 10 µM; hit rate 0.59% among 330,000;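 active means inhibition of aptamer binding above 40%, roughly 3 SD of noise, on plates passing a quality check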;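 further: median bead fluorescence of bound FAM aptamer so fluorescent compounds give negative values; no value below 0 was filed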
Numbers without * were called inactive; u = inconclusive; x = no result given; [ ] = another dose, or the depositor's remark.

SMILES | VLA-4 inh | MEX-5 binding | AGP1 TOR yeast | Yeast superoxide | BCLXL inh | GLD-1 TGE inh | CIT2-GFP yeast | MCL1-BIM inh | GRK2 inh
CS(=O)(=O)c1ccc2nc(NC(=O)CN3CCCCCC3)sc2c1 | 7 | -0.1 | 102 | 119 | 7 | 1 | 107 | 6 | 7
O=C(c1cccs1)N1CCCN(c2ncnc3scc(-c4ccccc4)c23)CC1 | 0 | -0.5 | 102 | 119 | 0 | 2 | 97 | 0 | 1
CC(C)CN(C(=O)c1cc(=O)[nH]c2ccccc12)c1c(N)n(Cc2ccccc2)c(=O)[nH]c1=O | 13 | 0.4 | 106 | 92 | -3 | 7 | 99 | -8 | 0
O=C(Cc1ccccc1F)Nc1cc(S(=O)(=O)N2CCCC2)ccc1Cl | 10 | x | 112 | 130 | 0 | 4 | 106 | -2 | 2
CCOc1ccc(C2C3=C(CCCC3=O)Nc3nc(C(F)(F)F)nn32)cc1OC (centres undefined) | 23 | -0.7 | 99 | 89 | 6 | 0 | 103 | 5 | 0
COc1cc2cc(C(=O)N/N=C/c3ccc(F)cc3)[nH]c2cc1OC | -2 | -0.4 | 96 | 121 | -1 | 1 | 92 | 2 | 0
COc1ccc(C(C(=O)Nc2ccc(F)cc2)N(C(=O)Cn2nnc3ccccc32)C2CC2)cc1 (centres undefined) | 17 | 1.2 | 105 | 107 | -1 | -3 | 96 | -1 | 3
Cc1ccc(Cl)cc1N1CCN(Cc2nc3c(c(=O)[nH]c(=O)n3C)n2CCc2ccccc2)CC1 | 11 | -0.3 | 103 | 109 | 1 | -1 | 102 | -5 | 0
COc1ccc(-c2[nH]ncc2/C=N/NC(=O)c2cc(Br)ccc2O)c(OC)c1 | 6 | -1.7 | 105 | 86 | 4 | 2 | 101 | 2 | 0
COc1ccc(C(=O)OCC(=O)Nc2cc(C)c(C)cc2[N+](=O)[O-])cc1 | 54* | 1.5 | 111 | 87 | 1 | 2 | 105 | 1 | 0
COC(=O)c1c(C)[nH]c(O)c1C=Nc1ccc(Oc2ccccc2)cc1 | -11 | -2.3 | 98 | 98 | 8 | 6 | 98 | 5 | 0
CSc1ccccc1COC(=O)Nc1ccccc1C | 6 | -0.1 | 101 | 110 | 1 | -2 | 97 | -2 | 4
CC(C)C(c1nnnn1C1CCCCC1)N1CCc2ccccc21 (centres undefined) | 6 | -0.1 | 98 | 96 | 1 | 5 | 97 | 4 | 4
O=C(CC1COc2ccccc2O1)NCc1ccccc1 (centres undefined) | 19 | -3.0 | 103 | 94 | 4 | 5 | 103 | 3 | 0
CCCOc1ccccc1-n1sc2c(c1=S)-c1cc(OC)cc3c1N(C(=O)C3=O)C2(C)C | -12 | 0.1 | 105 | 107 | 6 | 3 | 98 | 6 | 3
COc1cccc(C(=O)COC(=O)CCC(=O)c2ccccc2)c1 | 5 | -0.1 | 105 | 119 | -4 | 6 | 104 | 5 | 1
COC(=O)c1sccc1NC(=O)CN1CCN(c2ccc(F)cc2)CC1 | -2 | -0.3 | 106 | 97 | -2 | 1 | 103 | -6 | 3
O=C(Nc1ccc(NC(=O)C2CC2)nc1)c1ccccn1 | -6 | -0.8 | 100 | 97 | 11 | 6 | 84 | 9 | 0
CC(=O)c1cccc(OCc2cc(C(=O)N(C)C(C)c3ccccn3)no2)c1 (centres undefined) | -7 | 1.6 | 102 | 116 | 1 | 2 | x | 4 | 1
COC(=O)[C@]1(C)N[C@H](CN(C)S(=O)(=O)c2ccc(OC(F)(F)F)cc2)[C@@H]2C(=O)N(Cc3ccccc3)C(=O)[C@@H]21 | -12 | x | 101 | 111 | x | 5 | 105 | x | 0
CCn1nc(C)c(CNC(=O)CC2C(=O)NCCN2CC(C)(C)C)c1C (centres undefined) | -4 | 1.1 | 100 | 115 | -2 | -5 | 109 | 11 | 3
CCOc1cccc(N2C(=O)CC(N(CCc3ccc(OC)c(OC)c3)C(=O)CC)C2=O)c1 (centres undefined) | 7 | 0.7 | 86 | 97 | 7 | -2 | 84 | 4 | 0
CN(C)CCN1C(=O)C(=O)/C(=C(/O)c2ccc(S(=O)(=O)N3CCOCC3)cc2)C1c1ccc(F)cc1 (centres undefined) | 16 | 2.2 | 99 | 100 | 4 | 2 | 104 | -3 | 0
Cc1cc(C)nc(NS(=O)(=O)c2cccs2)c1 | 3 | -1.0 | 96 | 99 | 8 | 5 | 97 | 3 | 0
Cc1ccc(SCC(=O)NNC(=O)CCS(=O)(=O)c2ccc(C)cc2)cc1 | 2 | x | 115 | 133 | x | 0 | 87 | x | 4
The results go on:
SMILES | VLA-4 inh | MEX-5 binding | AGP1 TOR yeast | Yeast superoxide | BCLXL inh | GLD-1 TGE inh | CIT2-GFP yeast | MCL1-BIM inh | GRK2 inh
Cc1nc2ccc(C(=O)Nc3ccc(N(C)C)cc3)cc2s1 | 18 | 3.2 | 101 | 97 | -1 | 6 | 84 | 1 | x
CC1CC(C)(C)N(C(=O)NC2CCCCC2)c2ccccc21 (centres undefined) | 17 | -0.5 | 99 | 124 | -11 | 2 | 100 | 2 | 5
Cn1ncc(Cl)c1C(=O)Nc1sc2c(c1C(N)=O)CCC2 | 24 | -1.2 | 106 | 104 | 1 | -4 | 96 | 4 | 2
CSc1ccccc1NC(=O)c1ccccc1N(Cc1ccccc1)S(C)(=O)=O | 14 | x | 98 | 103 | 6 | 7 | 98 | 1 | 3
CCN(CC)c1ccc(C(=O)Nn2c(C)nc3ccccc3c2=O)cc1 | -2 | 1.4 | 96 | 101 | 5 | -6 | 103 | 1 | 0
CCOc1cc(/C=C2/NC(=O)NC2=O)cc([N+](=O)[O-])c1O | 13 | -11 | u | 134 | 10 | 3 | 99[may fluoresce red] | 9 | 0
Cc1nc(NC(=O)CN(C)S(=O)(=O)c2ccc(Br)cc2)sc1C | -8 | -1.8 | 90 | 110 | -2 | 3 | 101 | 4 | 2
Cc1cc(=O)oc2ccc(OC(=O)CN3C(=O)c4cccc([N+](=O)[O-])c4C3=O)cc12 | -9 | -1.8 | 98 | 107 | 6 | 4 | 102 | 7 | 0
Cc1ccc(NC(=O)Nc2cnccn2)cc1Cl | -5 | -0.2 | 98 | 109 | 7 | 8 | 100 | 10 | 0
CCCCOCCCNC(=O)c1ccccc1OCC | 2 | 2.0 | 103 | 85 | -2 | 8 | 108 | 5 | 1
COc1cc(/C=N/n2cc(-c3ccccc3)[nH]c2=S)cc(OC)c1O | -2 | -1.0 | 105 | 104 | 13 | 3 | 101 | 0 | 0
CCC(C)[C@H](NC(=O)C1CCN(C(=O)[C@H](Cc2ccccc2)NS(=O)(=O)c2ccc(C)cc2)CC1)C(=O)O (some centres undefined) | 0 | -0.1 | 100 | 80 | 4 | 5 | 111 | 5 | 2
Cc1cc2ccccc2n1CCNC(=O)C(C)Oc1ccccc1 (centres undefined) | -12 | -2.1 | 103 | 107 | 15 | 11 | 94 | 13 | 85*
Cc1ccc(Cl)c(Cn2cnc3c(cnn3C(C)(C)C)c2=O)c1F | -2 | x | 95 | 105 | 4 | 2 | 101 | 3 | 4
CCN(CC)c1ncc(C#N)c(N)n1 | 12 | 2.2 | 102 | 108 | 4 | 11 | 99 | -3 | 2
O=c1oc2ccccc2c(Nc2ccc3ncccc3c2)c1[N+](=O)[O-] | 2 | -2.3 | 94 | 118 | 6 | 1 | 97 | 3 | 5
O=C(NC1CCCN(Cc2ccccc2F)C1)c1cccc(N2CCCC2=O)c1 (centres undefined) | -13 | 3.6 | 89[may fluoresce red] | 94 | 4 | 0 | 88[may fluoresce red] | 3 | 4
O=C(NCCc1ccc(Cl)cc1)C1(c2ccccc2)CC1 | 0 | 1.4 | 96 | 119 | 3 | 3 | 96 | 0 | 3
CC(=O)N1c2ccc(S(=O)(=O)N3CCC(C(=O)NCc4ccc(C)cc4)CC3)cc2CC1C (centres undefined) | -3 | -1.8 | 103 | 104 | -3 | 5 | 97 | -6 | 1
O=C(COc1ccccc1)NC1=NCCS1 | -6 | 0.4 | 99 | 102 | 5 | -10 | 92 | 2 | 5
O=C(Cc1ccccc1F)Nc1ccc(S(=O)(=O)N2CCCCC2)cc1 | 10 | -0.7 | 94 | 91 | 2 | -4 | 95 | -3 | 3
O=C(CCc1ccccc1)NNC(=O)c1cccc(F)c1 | -19 | 1.4 | 105 | 98 | -2 | 2 | 97 | 0 | 0
CC(CC1C(C#N)=C(N)SC(N)=C1C#N)c1ccccc1 (centres undefined) | 12 | -0.5 | 91 | 108 | -22 | -37 | 93 | -37 | 0
O=C(Cc1cccs1)N1CCCC(c2nc(-c3ccc(S(=O)(=O)N4CCCC4)cc3)no2)C1 (centres undefined) | 7 | 4.8 | 116 | 108 | 4 | 0 | 103 | 9 | 0
CCC(=O)N1CCc2cc(S(=O)(=O)CCC(=O)N3CCN(c4ccc(F)cc4)CC3)ccc21 | 8 | -0.7 | 104 | 89 | -1 | 13 | 102 | -5 | 0

In a second layout: twelve of the compounds above
compound	VLA-4 inh	MEX-5 binding	AGP1 TOR yeast	Yeast superoxide	BCLXL inh	GLD-1 TGE inh	CIT2-GFP yeast	MCL1-BIM inh	GRK2 inh
CS(=O)(=O)c1ccc2nc(NC(=O)CN3CCCCCC3)sc2c1	7	-0.1	102	119	7	1	107	6	7
O=C(c1cccs1)N1CCCN(c2ncnc3scc(-c4ccccc4)c23)CC1	0	-0.5	102	119	0	2	97	0	1
CC(C)CN(C(=O)c1cc(=O)[nH]c2ccccc12)c1c(N)n(Cc2ccccc2)c(=O)[nH]c1=O	13	0.4	106	92	-3	7	99	-8	0
O=C(Cc1ccccc1F)Nc1cc(S(=O)(=O)N2CCCC2)ccc1Cl	10	x	112	130	0	4	106	-2	2
CCOc1ccc(C2C3=C(CCCC3=O)Nc3nc(C(F)(F)F)nn32)cc1OC (centres undefined)	23	-0.7	99	89	6	0	103	5	0
COc1cc2cc(C(=O)N/N=C/c3ccc(F)cc3)[nH]c2cc1OC	-2	-0.4	96	121	-1	1	92	2	0
COc1ccc(C(C(=O)Nc2ccc(F)cc2)N(C(=O)Cn2nnc3ccccc32)C2CC2)cc1 (centres undefined)	17	1.2	105	107	-1	-3	96	-1	3
Cc1ccc(Cl)cc1N1CCN(Cc2nc3c(c(=O)[nH]c(=O)n3C)n2CCc2ccccc2)CC1	11	-0.3	103	109	1	-1	102	-5	0
COc1ccc(-c2[nH]ncc2/C=N/NC(=O)c2cc(Br)ccc2O)c(OC)c1	6	-1.7	105	86	4	2	101	2	0
COc1ccc(C(=O)OCC(=O)Nc2cc(C)c(C)cc2[N+](=O)[O-])cc1	54*	1.5	111	87	1	2	105	1	0
COC(=O)c1c(C)[nH]c(O)c1C=Nc1ccc(Oc2ccccc2)cc1	-11	-2.3	98	98	8	6	98	5	0
CSc1ccccc1COC(=O)Nc1ccccc1C	6	-0.1	101	110	1	-2	97	-2	4
